High-throughput results: PubChem, several laboratories
Granule exo inh: LAMP-1 surface exposure blockers, TALL-104 cells – cell-based, flow cytometry, MLPCN library, primary screen; 0.66% of 360,000 active; TALL-104 LAMP-1 surface exposure; cells stimulated with thapsigargin and PMA; inhibition, % at 10 µM;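 active means inhibition above about 55%, limit read from the data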
PDI turbidity: inhibitors of human PDI, primary screen, biochemical, turbidity, single point, plate reader; inhibition, % at 10 µM; PDI insulin aggregation turbidity, A650, 90 min; 0.052% of 350,000 active;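 active means mean inhibition across replicates of 30% or more, whatever share of single replicates reach that level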;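 further: absorbance from insulin aggregation driven by PDI reduction with DTT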
Target sequence (P07237 whole entry, looked up): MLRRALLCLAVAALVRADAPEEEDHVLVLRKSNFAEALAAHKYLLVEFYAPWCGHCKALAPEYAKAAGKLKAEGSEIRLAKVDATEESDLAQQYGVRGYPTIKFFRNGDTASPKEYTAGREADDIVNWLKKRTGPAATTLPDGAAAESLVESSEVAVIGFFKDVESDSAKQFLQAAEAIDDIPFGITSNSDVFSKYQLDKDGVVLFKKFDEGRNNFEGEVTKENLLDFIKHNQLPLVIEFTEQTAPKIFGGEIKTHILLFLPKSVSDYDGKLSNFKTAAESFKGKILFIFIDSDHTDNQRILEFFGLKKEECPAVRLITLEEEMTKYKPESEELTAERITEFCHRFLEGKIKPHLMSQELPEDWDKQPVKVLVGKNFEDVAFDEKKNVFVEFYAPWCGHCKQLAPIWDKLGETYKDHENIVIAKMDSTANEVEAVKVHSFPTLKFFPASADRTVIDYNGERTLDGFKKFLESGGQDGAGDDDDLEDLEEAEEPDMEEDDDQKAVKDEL
hiPSC survival: enhancers of single-cell hiPSC survival, primary screen, ATPlite luminescence; 100% = ROCK inhibitor wells, 0% = DMSO; survival enhancement, % at 20 µM; 0.044% of 360,000 active; AID 602274, 2012; in the data active means survival enhancement above about 18%;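 further: cells exposed to compounds for 16 hours before the ATP read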
CaV13 FRET inh: Primary screen for inhibitors of IQ motif and Ca2+-dependent inactivation inhibitor domain binding in CACNA1D, Förster resonance energy transfer in living cells, …; HEK cells, CFP/YFP FRET ICDI-IQ, plate reader, 10 min; percent FRET-ratio fall versus neutral wells; inhibition, % at 12.3 µM; 0.098% of 340,000 active; AID 743397;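 active means mean replicate inhibition of at least 30% and at least 1% of replicates passing that level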;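 further: 0% = median of the neutral control wells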
H9c2 protect: cardioprotection against H2O2-induced cell death, primary screen, uHTS, H9c2 cells, ATPLite luminescence; H9c2 cardiomyocytes, H2O2 injury protection, 2 h; protection from H2O2 cell death, % at 20 µM; 0.63% of 360,000 active; AID 588492, 2011;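 active means compounds giving at least 50% protection of heart cells from peroxide-induced death in the single-dose screen, raw or plate-pattern-corrected value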;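 further: 0% = DMSO wells with peroxide and 100% = DMSO wells without peroxide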
Glyco luc inh: increase of ERlucT glycosylation luciferase signal, primary screen, N-linked glycosylation inhibitor project, D54 ERlucT cells, luminescence, set 2; D54 ERlucT glycosylation luciferase reporter, 24 h; percent of 100 nM tunicamycin response; reporter increase, % at 12.5 µM; 0.23% of 360,000 active; AID 588692, 2011;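 active means mean luciferase reporter signal, scaled so untreated is 0 and the glycosylation-blocking control 100, at or above a set limit in every replicate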;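 further: luciferase carries N-glycosylation sites so blocking glycosylation raises the light; 0% = median of neutral control wells and 100% = median of 100 nM tunicamycin wells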
Vif imaging: HIV Vif self-association inhibitors, primary screen, imaging, HEK293T, single point; AID 602346, 2012; inhibition, % at 7.49 µM; HEK293T cells, Vif self-association by quenched fluorescence, 24 h; 0.35% of 340,000 active; in the data active means inhibition above about 50%, passing the limit was not always enough; further: some results filed as inactive read as strong as hits
ABCB6 inh MLPCN: ABCB6 transporter inhibitors, primary screen, K562-ABCB6 cells, flow cytometry, MLPCN library; 0.19% of 360,000 active; AID 602162, 2011; fluorescence ratio to DMSO, % at 10 µM; K562-ABCB6 porphyrin accumulation, 1 h; active compounds read low; ATP-binding cassette sub-family B member 6 (Homo sapiens), Q9NP58;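 active means fluorescence ratio to DMSO below 75%, the collection mean minus 3 SD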;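 further: signal is porphyrin accumulated inside mitochondria; 100% equals median channel fluorescence of DMSO control wells; lower ratio means ABCB6 inhibition with less porphyrin fluorescence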
HTR2A ag: mouse Htr2a agonists via beta-arrestin recruitment, primary screen, cell-based, luminescence | AID 624169, 2012 | CHO-K1 mHTR2A beta-arrestin complementation; percent of 30 µM serotonin response | 5-hydroxytryptamine receptor 2A (Mus musculus), P35363 | activation, % at 7.6 µM | 0.66% of 360,000 active;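 active means activation above a run cutoff, the mean activation of all tested compounds plus 3 SD, cut at about 14% in these data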;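 further: 0% = plate median of compound wells and 100% = 30 µM serotonin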
Target sequence (P35363 whole entry, looked up): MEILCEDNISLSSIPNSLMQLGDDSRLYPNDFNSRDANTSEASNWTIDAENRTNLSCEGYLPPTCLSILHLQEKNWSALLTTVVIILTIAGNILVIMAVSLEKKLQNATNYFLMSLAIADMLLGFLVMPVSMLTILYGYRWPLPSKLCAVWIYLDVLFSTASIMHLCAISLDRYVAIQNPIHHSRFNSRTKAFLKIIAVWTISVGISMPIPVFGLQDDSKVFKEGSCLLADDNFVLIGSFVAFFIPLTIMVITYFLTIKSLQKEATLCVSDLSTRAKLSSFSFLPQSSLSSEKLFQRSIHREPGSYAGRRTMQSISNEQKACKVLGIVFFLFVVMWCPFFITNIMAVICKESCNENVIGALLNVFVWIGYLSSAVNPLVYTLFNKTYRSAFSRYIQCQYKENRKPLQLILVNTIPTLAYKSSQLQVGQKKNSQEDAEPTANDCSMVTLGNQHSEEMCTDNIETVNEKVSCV
aDG glyco up: activators of alpha-DG glycosylation, primary screen, uHTS, Pro5-aDG cells, AlphaScreen; 0.22% of 360,000 active; activation, % at 10 µM; AID 624168, 2012; alpha-DG glycosylation AlphaScreen (IIH6); 0% Pro5, 100% B10-LARGE cell signal;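 active means activation of at least 8% versus controls, or a plate z-score of at least 8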;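 further: Pro5 are CHO cells carrying HIG-tagged alpha-DG that lacks glycosylation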
* marks the source's active call; other numbers are inactive results; . = no result given.

SMILES | Granule exo inh | PDI turbidity | hiPSC survival | CaV13 FRET inh | H9c2 protect | Glyco luc inh | Vif imaging | ABCB6 inh MLPCN | HTR2A ag | aDG glyco up
CCCCCN(C(=O)CCC(=O)OCc1ccccc1Cl)c1c(N)n(CCCC)c(=O)[nH]c1=O | 0.2 | -10.9 | -0.2 | -11.2 | 1.0 | 0.6 | 0.2 | 96.0 | 4.9 | -0.1
O=C(c1cc(=O)[nH]c2ccccc12)N1CCN(c2ccc([N+](=O)[O-])cc2)CC1 | -4.1 | 1.5 | 0.1 | -9.6 | -1.5 | 0.8 | 0.5 | 99.0 | 1.2 | -0.1
Cc1cccc(NC(=O)CN2CCN(C(=O)CN3C(=O)NC4(CCCCC4C)C3=O)CC2)c1C (stereo unspecified) | 6.2 | -10.4 | 0.0 | -2.2 | -5.2 | 0.6 | 4.9 | 97.0 | 0.2 | 0.0
COc1cc(C(=O)NC2CCN(C)CC2)ccc1Nc1ncc2c(n1)N(C1CCCC1)CCC(=O)N2C(C)C | 6.0 | -0.9 | -6.8 | . | -20.4 | 59.3* | -2.9 | 97.0 | -3.4 | -0.5
COC(=O)c1ccccc1NC(=O)CSc1n[nH]c(-c2ccncc2)n1 | 1.1 | -6.4 | -0.5 | . | 0.5 | -0.1 | -2.0 | 98.0 | 1.0 | -0.1
O=C1c2cccc3cccc(c23)C(=O)N1c1ccccc1Cl | -5.8 | -1.8 | 0.8 | -6.0 | -3.8 | 6.4 | 0.8 | 99.0 | -3.4 | -0.2
COc1ccc(NC(=O)CSc2nc3ccccc3c(=O)n2CCCC(=O)NCC2CCCO2)c(OC)c1 (stereo unspecified) | 0.4 | 0.0 | -0.3 | -5.1 | 4.4 | 1.3 | -0.8 | 104.0 | 3.4 | 0.1
COC(=O)C1CCN(C(=O)c2cc(OC)c(OC)c(OC)c2)CC1 | -0.9 | 1.7 | -0.7 | -7.0 | 15.3 | 2.3 | -5.1 | 101.0 | -6.5 | -0.2
COCCn1cnc2c1c(=O)n(Cc1ccc(Br)cc1)c(=O)n2Cc1ccccc1 | 4.2 | 18.8 | -0.4 | -2.1 | 10.1 | -1.9 | 6.2 | 98.0 | -4.5 | 0.0
COc1cccc(C=Nc2ccc3c(c2)CCC3)c1O | -27.5 | 6.1 | -0.4 | -1.9 | 7.3 | -1.4 | -3.0 | 93.0 | 15.4* | -0.2
CCOc1cc(C2/C(=C(/O)c3ccc(S(=O)(=O)N4CCCCC4)cc3)C(=O)C(=O)N2CCOC)ccc1O (stereo unspecified) | -1.6 | -0.8 | -0.1 | -2.3 | 4.2 | 1.9 | 21.0 | 95.0 | 0.6 | -0.1
Cc1ccc(NC(=O)COC(=O)c2ccc[n+]([O-])c2)c(Br)c1 | -4.2 | -6.1 | -1.8 | -2.2 | -5.1 | -0.2 | -6.6 | 91.0 | -0.2 | -0.1
COc1ccc(NC(=O)CC(NCc2ccccn2)C(=O)O)cc1 (stereo unspecified) | 3.4 | -2.7 | -0.1 | -1.6 | -1.9 | 0.2 | 25.2 | 97.0 | 4.7 | 0.2
CC1(C)NC(=O)N(CC(O)CN2CCCCC2)C1=O (stereo unspecified) | 0.7 | -4.3 | 2.8 | -5.2 | 4.2 | 3.5 | 5.8 | 98.0 | -2.6 | -0.2
S=c1[nH]nc(CSCc2ccccc2Cl)n1C1CCCCC1 | 0.6 | -2.2 | -0.3 | -2.1 | -3.6 | -1.4 | 11.5 | 86.0 | 29.3* | 0.1
COc1ccc(CCNC(=O)C23CN(Cc4ccccc4)CC2C(c2cccc([N+](=O)[O-])c2)=NO3)cc1 (stereo unspecified) | -3.7 | -1.4 | -1.8 | -10.0 | -0.7 | 0.2 | 4.1 | 103.0 | -5.5 | 0.1
Cc1ccc(N2CCN(C(=O)CCc3nc4ccccc4[nH]3)CC2)c(C)c1 | 1.5 | . | -0.7 | -5.1 | -15.3 | 2.5 | 1.9 | 96.0 | -5.7 | 0.2
CC1CC(C)CN(C(=O)COC(=O)CCC(=O)c2cccs2)C1 (stereo unspecified) | -13.6 | -4.6 | 4.2 | -5.0 | -4.4 | 1.2 | -1.4 | 94.0 | 2.4 | -0.2
O=C(/C=C/c1cccc([N+](=O)[O-])c1)NCCSCc1ccccc1Cl | -10.7 | -2.4 | -0.6 | -5.4 | -4.5 | 1.3 | -2.0 | 84.0 | -3.6 | 0.2
COc1ccc(-c2cc3nc4c(c(=O)n3[nH]2)CCC4)cc1 | -4.0 | -0.2 | -0.3 | -3.9 | -4.5 | -3.1 | -8.0 | 95.0 | -0.1 | -0.1

Look-ups from above:
COc1ccc(NC(=O)CC(NCc2ccccn2)C(=O)O)cc1 (stereo unspecified) in ABCB6 inh MLPCN: 97.0
COc1ccc(-c2cc3nc4c(c(=O)n3[nH]2)CCC4)cc1 in Glyco luc inh: -3.1

HTR2A ag: entries above that show a hit.
mol,Granule exo inh,PDI turbidity,CaV13 FRET inh,Glyco luc inh,Vif imaging,ABCB6 inh MLPCN,HTR2A ag,aDG glyco up
COc1cccc(C=Nc2ccc3c(c2)CCC3)c1O,-27.5,6.1,-1.9,-1.4,-3.0,93.0,15.4*,-0.2
S=c1[nH]nc(CSCc2ccccc2Cl)n1C1CCCCC1,0.6,-2.2,-2.1,-1.4,11.5,86.0,29.3*,0.1

(more compounds)
SMILES | Granule exo inh | PDI turbidity | hiPSC survival | CaV13 FRET inh | H9c2 protect | Glyco luc inh | Vif imaging | ABCB6 inh MLPCN | HTR2A ag | aDG glyco up
O=C(Nc1ccc(Br)cc1F)c1nc[nH]c1C(=O)N1CCc2ccccc2C1 | -2.8 | 2.7 | -1.5 | -5.9 | 3.9 | 1.9 | 7.7 | 100.0 | -0.1 | -0.2
COc1ccc(CNC(=O)C2Cc3ccccc3CN2C(=O)c2ccco2)cc1 (stereo unspecified) | -6.7 | -3.4 | 0.5 | 1.2 | 3.3 | -1.3 | -0.7 | 98.0 | 5.4 | -0.3
COC(=O)[C@]1(C)N[C@H](CN(C)S(=O)(=O)c2ccccc2)[C@@H]2C(=O)N(C)C(=O)[C@@H]21 | -2.7 | -7.3 | -1.7 | -2.9 | 8.8 | 3.5 | -7.0 | 94.0 | . | -0.2
CCC(C)(C)NC(=O)Cc1ccc(OC)c(OC)c1 | 15.7 | -5.7 | -0.7 | -4.4 | -4.0 | 1.8 | -18.3 | 97.0 | -0.2 | -0.2
CC(N=C1NS(=O)(=O)c2ccccc21)C(=O)N1CCc2ccccc2C1 (stereo unspecified) | -1.0 | -8.4 | -0.7 | -2.4 | 5.6 | 4.6 | -5.1 | 97.0 | 5.0 | 0.1
COC(=O)C1=C(O)/C(=C\c2ccc(O)c(OC)c2)N=C1C | 2.5 | 10.2 | -0.8 | -8.7 | -0.1 | 3.3 | . | 101.0 | -0.8 | 0.1
O=C(CNC(=O)C1COc2ccccc2O1)N/N=C\c1ccc(Br)cc1 (stereo unspecified) | -1.1 | 1.8 | -0.6 | -3.3 | 0.8 | 4.5 | -6.2 | 99.0 | 8.1 | -0.3
COc1ccc(-n2nc(C(=O)NCC(=O)N3CCN(c4ccccn4)CC3)c3ccccc3c2=O)cc1Cl | 2.4 | -1.9 | -0.5 | -4.4 | 15.4 | -1.6 | -2.5 | 94.0 | -3.7 | -0.2
C[C@H](CO)NC(=O)c1nc[nH]c1C(=O)N[C@@H](C)c1ccccc1 | 2.0 | -3.7 | 1.8 | -5.7 | 12.7 | 0.4 | . | 103.0 | 4.3 | -0.1
COc1cc(/C=N/NC(=O)c2nnn(-c3nonc3N)c2C(C)C)ccc1OCc1ccccc1 | -0.7 | 2.4 | -0.6 | -5.4 | -0.3 | -2.7 | -1.4 | 94.0 | -0.1 | 3.1
O=C(c1ccc(Cl)c([N+](=O)[O-])c1)N(Cc1ccco1)C1CCS(=O)(=O)C1 (stereo unspecified) | -1.1 | 5.7 | -0.5 | -2.1 | -2.8 | 3.9 | -4.3 | 101.0 | 5.2 | 0.4
CCCCCCOc1ccc(C(=O)O)cc1 | -2.7 | -3.5 | -0.1 | -5.6 | -1.8 | 0.4 | -4.6 | 95.0 | 0.7 | 0.0
C=C1CCN([C@@H](CC(C)C)C(=O)NCCC(C)C)S(=O)(=O)c2ccccc21 | -3.5 | -2.9 | -2.9 | -11.0 | -2.4 | -0.8 | -4.4 | 101.0 | -5.9 | 0.8
CCN(CC)C(=O)/C(=C\c1cccc([N+](=O)[O-])c1)NC(=O)c1ccco1 | 1.1 | -2.4 | 0.7 | -3.9 | 2.7 | -0.6 | 10.9 | 99.0 | 1.1 | -0.3
COc1cc(NC(=O)C2CC(=O)NC3=C2C(=O)CCC3)cc(OC)c1 (stereo unspecified) | 2.3 | -3.3 | -2.0 | -7.3 | 1.9 | 0.6 | 3.5 | 94.0 | 0.6 | -0.2
COc1cc2nc(C3CCC3)n(N)c(=O)c2cc1OC | -3.7 | 6.0 | -0.7 | -5.0 | 2.6 | 1.4 | 4.1 | 101.0 | 5.7 | -0.1
CC(C)N(C(=NCc1ccccc1)NC(=O)c1ccccc1)C(C)C | -1.1 | 1.3 | 7.3 | -3.9 | -7.2 | 1.4 | -5.6 | 99.0 | -0.5 | 0.1
CN(CC(=O)NCC1CCCCC1)S(=O)(=O)c1ccc(Cl)cc1 | -11.4 | -1.1 | 0.7 | -4.4 | -3.3 | -0.3 | -11.9 | 99.0 | -0.6 | 0.0
C/C=C(\C)C(=O)N1CC2(CC(c3cccc(NC(=O)COc4ccc(Cl)cc4)c3)=NO2)C[C@@H]1C(N)=O (stereo partly specified) | -1.9 | -2.3 | -2.7 | -10.4 | -0.4 | 3.2 | 4.3 | 96.0 | -1.1 | -0.3
Cc1cccc(-n2c(SCC(=O)NCc3ccc4c(c3)OCO4)nc3ccccc3c2=O)c1 | -0.5 | 7.1 | -1.3 | 3.5 | 8.5 | -0.1 | -1.1 | 95.0 | 3.6 | 0.1
NC(=O)CS(=O)(=O)c1nc2ccccc2n1Cc1ccccn1 | 0.6 | 4.8 | 0.2 | -7.7 | 10.1 | -1.0 | 4.6 | 100.0 | 0.2 | 0.2
Cc1cc(OCC(=O)NCC(O)c2ccccc2)c2c(C)cc(=O)oc2c1 (stereo unspecified) | -5.1 | -8.1 | -0.5 | -12.2 | 1.9 | 2.5 | -4.0 | 92.0 | 0.7 | 0.2

Rows are unselected; overall some 3.1% were active at least once.
